Screening results: PubChem BioAssay, The Scripps Research Institute Molecular Screening Center
CHO parental Ca = ATP-evoked calcium signal inhibitors, parental CHO, primary screen, counter-screen for OX1R antagonist project, cell-based, fluorescence, Fluo-8 calcium dye. parental CHO-K1, ATP-induced calcium, Fluo-8 fluorescence. inhibition, % at 5.6 µM. actives 0.63% (n = 330,000);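 active = inhibition above that plate's mean sample inhibition plus 3 SD, cut at about 26% in these data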;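 also: 0% = ATP-challenged DMSO wells and 100% = DMSO wells without ATP; some compounds past the cut are filed as inactive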
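material = parental CHO cells | also added = ATP as calcium-mobilizing challenge | dosing = single point at 5.6 µM | detection = intracellular calcium via Fluo-8 no-wash fluorescent dye | read-out = % inhibition | benchmarks = low control ATP plus DMSO, high control DMSO only | repeats = one well per compound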
M1 ag = human M1 muscarinic receptor agonists, primary screen, Fluo-8 calcium fluorescence, CHO-K1 cells, HTS | Muscarinic acetylcholine receptor M1 (Homo sapiens), P11229 | CHO-K1 hM1, agonist mode; 0% DMSO, 100% acetylcholine EC100 | activation, % at 3 µM | actives 0.33% (n = 360,000) | AID 588814, 2011;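 active = activation above the run's mean compound activation plus 3 SD, cut at about 16% in these data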;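 also: peak over basal fluorescence ratio within a 140 s kinetic read after compound addition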
Target sequence (P11229 whole entry, looked up): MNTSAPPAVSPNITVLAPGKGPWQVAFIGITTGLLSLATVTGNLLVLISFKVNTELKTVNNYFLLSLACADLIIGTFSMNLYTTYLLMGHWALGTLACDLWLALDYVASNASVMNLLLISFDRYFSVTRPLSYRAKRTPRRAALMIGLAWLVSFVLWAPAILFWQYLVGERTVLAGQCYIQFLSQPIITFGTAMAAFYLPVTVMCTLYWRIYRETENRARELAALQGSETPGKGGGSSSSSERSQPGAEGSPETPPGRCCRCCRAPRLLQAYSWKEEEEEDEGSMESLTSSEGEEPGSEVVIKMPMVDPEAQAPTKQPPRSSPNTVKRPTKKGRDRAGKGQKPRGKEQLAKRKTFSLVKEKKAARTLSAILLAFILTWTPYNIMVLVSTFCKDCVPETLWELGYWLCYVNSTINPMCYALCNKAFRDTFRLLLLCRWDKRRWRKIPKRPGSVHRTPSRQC
OXTR potentiator = human OXTR potentiators, primary screen, fluorescence, CHO-OTR cells, Fluo-8 calcium; Fluo-8 calcium fluorescence, potentiator mode; 0% = oxytocin EC15, 100% = EC100; activation, % at 3 µM; actives 0.061% (n = 320,000); AID 2445, 2010;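 active = activation above that plate's cutoff, the mean activation of tested compounds plus 3 SD, cut at about 6.6% in these data, passing the limit was not always enough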;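 also: 100% uses oxytocin at 75 nM as the full agonist control; some results filed as inactive read as strong as hits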
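Assay system: CHO-OTR cells, human receptor / Also added: oxytocin at about EC15, sub-maximal agonist stimulus / Dosing: single dose, 3.0 µM nominal final compound concentration / Incubation: 6 min pre-incubation, 100 s read / Technique: Fluo-8 calcium dye fluorescence / Read-out: % activation vs EC15 and EC100 oxytocin / Benchmarks: EC15 oxytocin low, 75 nM oxytocin high / Replicates: singlicate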
CHO-K1 Ca PAM = nonselective calcium activators in parental CHO-K1 cells, primary screen, counter-screen for M1 PAM project, cell-based, Fluo-8 calcium fluorescence, full deck, 1536-well; AID 602247, 2012; ATP EC20; 0% at ATP EC20, 100% at ATP max; activation, % at 3 µM; actives 0.02% (n = 360,000);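 active = activation above the run cutoff, the mean activation of all test compounds plus 3 SD, cut at about 40% in these data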;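 also: peak over basal fluorescence ratio in a 140 s read after ATP addition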
CHO-K1 Ca ag = counter-screen for M1 agonists: effect in parental CHO-K1 cells. Fluo-8 calcium fluorescence; scaled to maximal ATP response, vehicle zero. activation, % at 3 µM. actives 0.48% (n = 360,000). AID 602248, 2012; in the data active = activation above about 15%;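 also: untransfected CHO-K1 host cells lacking M1 receptor as counterscreen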
CHO-K1 Ca antag = nonselective inhibitor or artifact in parental CHO-K1 cells; ATP-induced calcium, Fluo-8 fluorescence; inhibition, % at 3 µM; actives 0.6% (n = 360,000); AID 602250;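 active = inhibition above a per-plate cutoff, the plate's mean sample inhibition plus 3 SD, cut at about 24% in these data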;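 also: 0% = DMSO plus EC80 ATP and 100% = DMSO alone without ATP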
TAAR1 antag = human TAAR1 antagonists, primary screen, Fluo-8 calcium fluorescence, CHO RD-HGA16 cells; inhibition, % at 3 µM; actives 1.5% (n = 360,000); Trace amine-associated receptor 1 (Homo sapiens), Q96RJ0; antagonist;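 active = inhibition above a per-plate cutoff, the mean inhibition of test compounds on that plate plus 3 SD, cut at about 49% in these data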;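 also: 0% = DMSO plus EC80 beta-PEA response and 100% = DMSO alone without agonist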
Target sequence (Q96RJ0 whole entry, looked up): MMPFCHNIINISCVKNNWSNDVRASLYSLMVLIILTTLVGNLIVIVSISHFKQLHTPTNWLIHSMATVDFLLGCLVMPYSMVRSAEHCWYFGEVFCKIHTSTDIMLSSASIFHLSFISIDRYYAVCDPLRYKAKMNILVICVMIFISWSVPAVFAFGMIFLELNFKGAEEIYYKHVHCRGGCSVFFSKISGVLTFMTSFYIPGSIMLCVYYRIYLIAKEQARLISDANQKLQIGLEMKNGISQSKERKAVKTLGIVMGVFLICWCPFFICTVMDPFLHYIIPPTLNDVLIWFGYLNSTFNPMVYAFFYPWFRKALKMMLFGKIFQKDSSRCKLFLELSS
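test system = CHO RD-HGA16 cells bearing hTAAR1 | replication = singlicate | controls = DMSO-only wells and EC80 β-PEA-stimulated wells | reagent = EC80 β-phenethylamine stimulus | read-out basis = percent inhibition of PEA-evoked calcium signal, max/basal emission ratio | schedule = seeding 17-24 h prior, 75-min 37 °C, 30-min RT dye loading | signal = kinetic Fluo-8 calcium fluorescence measurement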
TAAR1 ag = human TAAR1 agonists, primary screen, Fluo-8 calcium fluorescence, CHO RD-HGA16 cells | actives 0.99% (n = 360,000) | AID 624467, 2012 | vehicle wells 0%, saturating PEA agonist 100% | activation, % at 3 µM;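 active = activation above the mean activation of all test compounds in the run plus 3 SD, cut at about 38% in these data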
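Benchmarks: low control DMSO, high control PEA (EC100); System: CHO RD-HGA16 cells carrying human TAAR1 plus Gα16; Detection: Fluo-8 fluorescence, 5 s baseline then 140 s kinetic read; Schedule: 17-24 h plating, Fluo-8 75 min 37 °C, 30 min RT; Read-out basis: % activation from peak over basal fluorescence ratio, DMSO-to-PEA scaled.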
M1 antag = human M1 muscarinic receptor antagonists, primary screen, CHO-K1 cells, Fluo-8 calcium fluorescence, 1536-well; Muscarinic acetylcholine receptor M1 (Homo sapiens), P11229; CHO-K1 hM1, ACh EC80 antagonist; inhibition, % at 3 µM; actives 1.3% (n = 360,000);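 active = percent inhibition above its own plate's cutoff, namely the mean of that plate's compound wells plus 3 SD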;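 also: peak over basal fluorescence ratio during 140 s after agonist addition; 0% = ACh EC80 plus DMSO and 100% = DMSO alone without agonist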
Starred values were filed as active, the others as inactive; x = not tested or not shown.

SMILES	CHO parental Ca	M1 ag	OXTR potentiator	CHO-K1 Ca PAM	CHO-K1 Ca ag	CHO-K1 Ca antag	TAAR1 antag	TAAR1 ag	M1 antag
CN(CC(=O)Nc1c(Cl)cccc1Cl)C(=O)c1cccc(S(=O)(=O)NCc2ccccc2)c1	-32.2	1.3	-7.4	-8.7	-0.1	-1.4	-17.1	0.2	-4.1
CCc1nc2ccccc2c(C(=O)NCc2ccc(OC)cc2)c1C	-15.9	-3.8	6.5	17.0	6.7	-2.6	-2.7	4.2	7.7
C[C@H](NC(=O)c1nc[nH]c1C(=O)NCCCCCNC(=O)OC(C)(C)C)c1ccccc1	-22.3	-1.2	-3.6	0.8	5.4	-11.4	40.4	26.0	20.7
CCN(CC)C(=O)C1=C(C)N(Cc2ccc(F)cc2)C(=O)C(CC(=O)NCc2cccc3ccccc23)C1 (stereo not drawn)	x	-4.0	x	9.4	0.5	-10.3	6.9	1.3	10.9
Cn1cccc1C(=O)NC(=O)COC(=O)CCNS(=O)(=O)c1cccc(C(F)(F)F)c1	-12.6	-4.9	-2.7	4.5	0.3	-18.0	-3.4	0.7	-15.8
CC(C)C(N)c1csc(NC(=O)Nc2cccc(Cl)c2)n1 (stereo not drawn)	x	-1.6	x	27.2	1.5	-13.8	12.5	15.7	-7.1
CCOc1ccc(C(=O)Nc2ccc3c(c2)C(=O)NC3=O)cc1	-1.0	-0.3	-5.8	27.4	0.2	-12.9	2.2	0.6	-22.4
N#Cc1nc(N2CCOCC2)nc(N2CCOCC2)n1	21.0	-3.0	-11.4	12.3	0.1	-0.4	-0.7	1.1	-8.7
O=S(=O)(c1ccc(F)cc1)N1CN(Cc2ccco2)c2nc3ccccc3nc21	-20.1	0.3	-4.9	19.5	3.2	-13.3	-2.3	1.6	-0.3
O=[N+]([O-])c1ccc(O)c(C=NNc2ccc(S(=O)(=O)O)cc2)c1	x	-2.7	x	-7.4	0.0	-4.6	-4.6	-0.3	-16.1
COc1ccc(NC(=S)N2CCC3CC2c2c(Cl)cccc23)c(OC)c1 (stereo not drawn)	x	-1.2	x	5.0	0.7	4.4	1.9	-0.1	1.2
Cc1cc(OC(C)C(=O)NC(Cc2c[nH]c3ccc(O)cc23)C(=O)O)c2c(C)cc(=O)oc2c1 (stereo not drawn)	-0.1	-3.0	-1.6	-8.1	0.3	7.5	9.0	0.5	-9.6
Cc1nccn1-c1ccc(C=O)cc1	2.5	-13.6	2.8	14.8	1.1	-12.0	-8.7	19.2	-6.9
NC(Cc1ccc(Cl)cc1)c1csc(Nc2ccc(S(N)(=O)=O)cc2)n1 (stereo not drawn)	x	-2.6	x	9.3	0.5	-5.1	-17.9	8.3	-12.3
COc1ccc(OC)c(-c2csc(NC(=O)CN3C(=O)C4CCCCC4C3=O)n2)c1 (stereo not drawn)	-0.2	-0.9	-8.6	-13.8	0.7	-1.0	7.5	2.7	-3.2
CCCn1c(=N)n(CC(O)COc2ccc(C)cc2)c2ccccc21 (stereo not drawn)	-2.0	-3.3	-5.5	-0.7	6.3	10.4	-19.2	3.9	21.4
COCCNc1c(-c2cc3ccc(C)c(C)c3[nH]c2=O)nc2ccccn12	-1.1	-5.8	-9.8	6.5	1.5	-14.2	4.6	4.5	-8.2
COc1ccc(-n2nc3cc(C)c(NC(C)=O)cc3n2)cc1	7.5	-4.7	-5.6	-13.4	-0.6	30.5*	11.7	4.0	0.5
Nc1cc(OCC(F)(F)F)cc([N+](=O)[O-])c1	-1.7	-1.3	-12.8	18.8	1.2	-10.9	0.1	-1.0	-7.4
COc1cc2c(cc1OC)CN(Cc1cc(=O)n3cc(C)ccc3n1)CC2	-12.6	-5.1	-0.9	10.6	0.3	-4.5	-23.5	1.1	-6.4

Record cards, from the list above:
`Nc1cc(OCC(F)(F)F)cc([N+](=O)[O-])c1` is listed with CHO parental Ca = -1.7; M1 ag = -1.3; OXTR potentiator = -12.8; CHO-K1 Ca PAM = 18.8; CHO-K1 Ca ag = 1.2; CHO-K1 Ca antag = -10.9; TAAR1 antag = 0.1; TAAR1 ag = -1.0; M1 antag = -7.4
`COc1ccc(OC)c(-c2csc(NC(=O)CN3C(=O)C4CCCCC4C3=O)n2)c1` (stereo not drawn) is listed with CHO parental Ca = -0.2; M1 ag = -0.9; OXTR potentiator = -8.6; CHO-K1 Ca PAM = -13.8; CHO-K1 Ca ag = 0.7; CHO-K1 Ca antag = -1.0; TAAR1 antag = 7.5; TAAR1 ag = 2.7; M1 antag = -3.2
`CC(C)C(N)c1csc(NC(=O)Nc2cccc(Cl)c2)n1` (stereo not drawn) is listed with CHO parental Ca = x; M1 ag = -1.6; OXTR potentiator = x; CHO-K1 Ca PAM = 27.2; CHO-K1 Ca ag = 1.5; CHO-K1 Ca antag = -13.8; TAAR1 antag = 12.5; TAAR1 ag = 15.7; M1 antag = -7.1

Remaining list, next part:
SMILES	CHO parental Ca	M1 ag	OXTR potentiator	CHO-K1 Ca PAM	CHO-K1 Ca ag	CHO-K1 Ca antag	TAAR1 antag	TAAR1 ag	M1 antag
CCCC[C@@H]1CNC(=S)N1CCCC	-17.2	-5.9	-6.7	13.2	-0.3	5.3	2.3	2.3	-16.8
CCc1cc2cc3c(cc2nc1SCC(=O)Nc1nnc(C)s1)OCCO3	-23.2	-5.5	-2.0	10.3	-0.1	-8.0	3.2	-1.5	-2.5
O=C(c1cccc(Cl)c1)N1CCN(Cc2ccncc2)CC1	x	-4.2	x	-9.3	-0.4	24.8*	13.3	2.2	3.9
CCCCOc1ccccc1C(=O)N(Cc1ccc(C)o1)C1CCS(=O)(=O)C1 (stereo not drawn)	-13.1	-1.3	-6.2	-10.8	2.5	15.3	15.2	5.7	10.8
CC(C)OCCCNC(=O)c1cccc(NC(=O)c2ccccc2)c1	-16.8	-1.8	0.5	22.4	2.9	-16.7	-1.6	3.4	-2.0
CN(c1cccc(NC(=O)COc2ccccc2)c1)S(C)(=O)=O	-4.7	-1.1	2.3	1.1	1.3	-10.9	-4.3	7.2	0.1
COc1ccc(NC(=O)c2cc3ccccc3o2)cc1S(=O)(=O)N1CCCCC1	-17.4	-2.1	-9.2	1.3	6.8	-13.8	38.0	6.8	-10.7
Cc1cc(Br)cn2c(Cc3ccccc3C(F)(F)F)c(-c3cccc(Br)c3)nc12	x	x	x	10.1	-0.1	4.7	13.7	-2.0	x
COc1ccc(CCNC(=O)C2CCN(S(=O)(=O)c3ccc(C)cc3)CC2)cc1OC	x	-3.2	x	-25.7	0.2	16.3	-4.5	0.8	3.6
Cc1cc(C)c(S(=O)(=O)N2CCN=C2c2ccccc2)c(C)c1	-13.6	-7.2	-1.5	6.0	0.9	-6.5	-3.5	2.5	-6.8
O=C(c1cccs1)N1CCC(c2nc3ccccc3s2)CC1	-14.6	-4.2	-6.7	17.0	9.1	-12.3	x	x	-0.2
CCCCn1c(N)c(N(CC)C(=O)c2cccc(OCc3ccccc3)c2)c(=O)[nH]c1=O	-6.3	-5.4	1.0	12.4	1.8	-4.2	-9.4	2.2	1.8
O=C(CCC(=O)c1ccc(F)cc1)NN1C(=O)NC2(CCCCC2)C1=O	6.2	-2.7	-5.1	13.2	0.8	-10.6	-1.6	1.9	-9.8
COc1cc(OC)cc(-c2nc3ccccc3c(=O)n2OC(=O)c2ccccc2C)c1	-22.9	-8.0	-1.8	20.9	1.2	-1.9	15.0	-0.8	1.5
O=C(O)C1CCC(N2C(=O)C3C4CCC(C4)C3C2=O)CC1 (stereo not drawn)	-4.9	-2.4	-5.2	-13.9	0.1	8.2	-11.3	9.1	1.2
Cc1c(N/C(=N/S(=O)(=O)c2ccc(Cl)cc2)c2ccccc2)c(=O)n(-c2ccccc2)n1C	-12.8	x	1.4	x	x	x	-21.1	5.8	x
Cn1ccc2c(-c3cccc4ccccc34)cc3c(c21)C1CCC3C1 (stereo not drawn)	x	9.8	x	-9.0	-0.3	37.8*	-25.8	-0.8	1.4
O=C(C1=NN[C@@H]2C(=O)N(c3ccccc3C(F)(F)F)C(=O)[C@H]12)c1ccc2ccccc2n1	-15.3	-3.1	-8.9	20.5	1.8	-2.5	-10.8	5.1	-2.1
O=C(OCCOc1ccccc1)c1n[nH]c2ccccc12	-16.0	0.4	0.8	15.0	1.5	-17.2	-6.2	1.3	-10.3
CN(C)c1ccc(C=Cc2ccnc3ccccc23)cc1N	x	-1.1	x	-1.3	9.8	12.5	24.8	5.1	19.2
COc1ccc(Cl)cc1C(=O)Nc1ccc2c(c1)OCO2	-5.0	-4.9	-0.3	11.3	0.4	3.9	8.3	-2.2	-10.0
O=C(Cc1ccccc1)Nc1ccc2c(c1)C(=O)N(CC1CCCO1)C2=O (stereo not drawn)	-6.2	-4.7	-10.9	14.7	1.3	-8.2	2.0	1.3	10.4
O=P(c1ccccc1)(c1ccccc1)c1nc(-c2ccc(Cl)cc2)oc1N1CCOCC1	-17.3	-5.0	-9.4	30.0	1.0	-1.5	-30.4	21.6	-11.1

Not a hit list; about 4.2% have a hit in one of these screens.
